Screening data (PubChem)
PI5P4Ka inh = PI5P4K alpha (human) kinase inhibition; P48426; hit rate 1.2% among 330,000; PI5P4Kalpha enzyme, ADP-Glo luminescence, 60 min; active compounds read low; max response, %; active = max response of -50% or lower; inconclusive = between -30% and -50%; inactive = -30% or higher; also: value at the top dose of about 77 µM; % is scaled to controls: 0 for no effect and ±100 for the full control effect
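Reactions run in 0.038 M HEPES pH 7.4, 0.28 mM EGTA, 0.1% CHAPS and 5% DMSO, with PI5P4Kalpha, substrate, compound and 5 microM ATP final, one hour at room temperature. Readout is ADP-Glo luminescence.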
IL-2 act = activates IL-2 in a cell-based reporter assay; IL-2 activation reporter assay, cell-based qHTS; stimulated with anti-CD3/CD4/CD28 beads; in transgenic mouse T cells; hit rate 0.065% among 360,000; AID 652025; activation, % (series mostly up to about 46 µM); in the data active = activation above about 50%; inconclusive = mostly about 30% to 49%; also: 0% is about no effect
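First, unstimulated transgenic mouse T cells were exposed to compound for 60 min. Next, anti-CD3/anti-CD4-coated beads with anti-CD28 were added. Finally, after 18 h at 37 degrees C, EGFP and DsRed were imaged.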
GLP1R ag = agonists of human GLP-1 receptor; AID 624172; Potency, µM (series often up to 45.6 µM), without a hit: top-dose activation, usual class: activators; P43220; hit rate 0.007% among 380,000; HEK293 GLP-1R CRE-luciferase, luminescence, 4-6 h; cells express a hypersensitive GLP-1R form; also: potency is read from the fitted curve at half-maximal effect; % of control where 0% means no effect
Target sequence (P43220 whole entry, looked up): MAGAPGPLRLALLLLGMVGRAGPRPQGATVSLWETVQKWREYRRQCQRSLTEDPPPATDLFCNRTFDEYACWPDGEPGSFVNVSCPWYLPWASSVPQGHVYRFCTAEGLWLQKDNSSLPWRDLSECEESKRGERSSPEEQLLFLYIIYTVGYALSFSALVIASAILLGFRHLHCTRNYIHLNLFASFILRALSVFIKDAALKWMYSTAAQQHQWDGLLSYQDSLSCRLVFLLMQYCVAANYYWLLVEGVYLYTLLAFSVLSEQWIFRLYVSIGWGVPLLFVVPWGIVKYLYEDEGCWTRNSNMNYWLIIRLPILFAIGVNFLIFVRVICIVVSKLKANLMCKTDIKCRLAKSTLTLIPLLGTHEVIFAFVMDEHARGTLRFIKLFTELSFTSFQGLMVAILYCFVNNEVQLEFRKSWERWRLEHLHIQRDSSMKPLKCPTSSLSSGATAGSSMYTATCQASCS
D3 ag = activates the human D3 dopamine receptor | D3R DiscoveRx beta-arrestin cells, luminescence, 90 min | AID 652048 | hit rate 0.58% among 410,000 | P35462 | max activation, %; in the data active = max activation above about 30%; also: 0% is about no effect; mostly tested at two doses, the higher about 12 µM
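Agonist-mode cell screen: cells plated at 1500/well and incubated overnight at 37 °C, then exposed to library compounds for 90 min at 37 °C. Detection reagent was added for 30–60 min at room temperature, and luminescence was read.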
DRD3 antagonist = antagonists of human D3 dopamine receptor; hit rate 2.5% among 360,000; max response, negative = inhibition, %; AID 652054; D3R cells, DiscoveRx beta-arrestin luminescence, antagonist mode; active compounds read low; P35462; in the data active = max response below about -50%; inconclusive = no clear call, values can overlap the other calls; also: % is scaled to controls: 0 for no effect and ±100 for the full control effect; mostly tested at two doses, the higher about 12 µM
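Cells expressing the human receptor were seeded at 1500 cells/well, incubated overnight at 37 degrees C in 5% CO2, then exposed to library compounds with dopamine controls for 90 minutes at 37 degrees C before luminescent detection.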
GLP1R cytotox = cytotoxicity counter-screen for GLP-1 receptor inverse agonists. HEK293 cAMP-luciferase reporter cells, luminescence, 24 h. hit rate 0.13% among 410,000. Potency, µM (titrated, usually from 38.3 µM), without a hit: at the highest dose activity change, negative = inhibition, most hits filed as inhibitors. AID 624418;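 also: loss of luciferase light is scored as toxicity; potency is read from the fitted curve at half-maximal effect; % is scaled to controls: 0 for no effect and ±100 for the full control effect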
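Cells in DMEM/10% Nu serum/1% pen-strep, 1536-well format. Pre-incubated 12 h, dosed with 23 nL compound, incubated a further 24 h. Luciferase detection, 12 min at room temp, luminescence.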
GLP-1R inv ag = inverse agonists of human GLP-1 receptor | P43220 | AID 624417 | Potency, µM (doses to about 38.3 µM), for inactives: at the highest dose activity change, negative = inhibition, hits mostly inhibitors | hit rate 1.6% among 410,000 | HEK293 GLP-1R CRE-luciferase, luminescence, 24 h; GLP-1R form is constitutively active; also: potency is read from the fitted curve at half-maximal effect; % is scaled to controls: 0 for no effect and ±100 for the full control effect; nearly all actives have a fitted effect of over 55% in size
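GLP-1R inverse agonism mode: basal reporter luminescence in engineered HEK293 cells measured after one day of compound exposure at 37 deg C, with a 12 min room-temperature detection step.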
PLK1 PBD inh = PLK1 (human) polo-box domain binding inhibition | P53350 | Plk1 PBD binding of FITC phosphopeptide, fluorescence polarization | Potency, µM, for the others: max response, negative = inhibition, most hits filed as inhibitors | hit rate 2.8% among 360,000; also: potency is read from the fitted curve at half-maximal effect; series mostly up to about 57 µM; % is scaled to controls: 0 for no effect and ±100 for the full control effect; nearly all actives have a fitted effect of over 65% in size
Target sequence (P53350 whole entry, looked up, the tested form may be a part): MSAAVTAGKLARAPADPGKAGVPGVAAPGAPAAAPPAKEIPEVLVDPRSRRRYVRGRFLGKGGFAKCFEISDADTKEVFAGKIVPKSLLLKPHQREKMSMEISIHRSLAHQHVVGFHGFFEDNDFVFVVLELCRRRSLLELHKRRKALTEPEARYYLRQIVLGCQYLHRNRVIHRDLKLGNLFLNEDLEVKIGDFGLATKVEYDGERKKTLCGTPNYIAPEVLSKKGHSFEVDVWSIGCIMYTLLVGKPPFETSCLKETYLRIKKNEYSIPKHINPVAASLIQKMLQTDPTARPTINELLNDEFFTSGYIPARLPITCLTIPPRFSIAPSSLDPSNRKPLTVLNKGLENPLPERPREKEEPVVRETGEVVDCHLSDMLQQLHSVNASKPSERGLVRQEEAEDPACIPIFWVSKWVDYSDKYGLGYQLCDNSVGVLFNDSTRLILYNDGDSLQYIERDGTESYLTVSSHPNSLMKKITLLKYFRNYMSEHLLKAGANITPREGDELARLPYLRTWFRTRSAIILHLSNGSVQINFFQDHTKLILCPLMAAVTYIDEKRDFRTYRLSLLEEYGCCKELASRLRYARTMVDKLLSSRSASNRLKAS
WRN helicase inh = WRN helicase (human) inhibition. Potency, µM (titrated, usually from 114 µM), without a hit: at the highest dose activity change, negative = inhibition, actives largely listed as inhibitors. hit rate 0.46% among 360,000. WRN helicase unwinding, fluorescent forked duplex, kinetic. Q14191. AID 651768; also: potency is read from the fitted curve at half-maximal effect; % is scaled to controls: 0 for no effect and ±100 for the full control effect; nearly all actives have a fitted effect of over 55% in size
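Primary qHTS, 1536-well format. 20 nM WRN + compound, 15 min RT; start with 100 nM forked fluorophore/quencher duplex, 2 mM ATP (final); kinetic read ex 525/em 598 nm.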
An asterisk follows results filed as active; ? = inconclusive; / = not tested or not shown; [ ] = remark or other dose. Unless noted, calls follow the shape of the dose curve; as a rule, active = well fitted curve in the direction sought with a large enough effect; inconclusive = small, poorly fitted or top-dose-only effect, or another doubt; inactive = no such curve, though single readings can be large; an effect the other way counts as inactive or inconclusive. Compounds were not picked by outcome; overall some 7.8% were active at least once.

smiles,WRN helicase inh,IL-2 act,DRD3 antagonist,GLP1R cytotox,GLP1R ag,PI5P4Ka inh,GLP-1R inv ag,D3 ag,PLK1 PBD inh
O=C(c1ccccc1[N+](=O)[O-])n1cnc2ccccc21,-3.1%,2.2,3.2,0.0%,0.0%,1.9,-5.1%,1.9,-4.6%
O=S(=O)(c1ccc(Cl)cc1)N(CCCN1CCOCC1)Cc1cccs1,-1.7%,-0.1,-80.4*,-5.3%,3.7%,-0.9,-13.5%,-7.5,-6.0%
CCOc1ccc(C(=O)Nc2ccc3c(c2)OCO3)cc1OCC,-0.8%[57.1 µM],-1.7,3.6,0.9%,0.0%,4.0,22.5%,1.4,5.5%
COc1cc(C)ccc1OCc1cc(C(=O)N2CCCCCCC2)no1,-5.8%,-2.4,2.6,-0.3%,8.0%,0.9,?,5.2,-0.8%
CCOc1ccc(/C=C/C(=O)N(CC)CC(=O)Nc2c(F)cccc2F)cc1OC,-4.1%,-1.9,-14.1,-23.1%,12.4%,9.0,2.4%,4.5,5.4%
CC(C)Cn1c(N)c(C(=O)COC(=O)C2=COCCO2)c(=O)n(C)c1=O,2.5%,0.0,2.9,16.9%,-17.5%,-0.8,8.7%,-0.5,-4.0%
O=C(COc1cccc(Br)c1)NN=C1c2ccccc2-c2ccccc21,-8.5%,0.8,5.9,7.2%,-1.5%,0.5,10.9%,8.2,-1.6%
COC(=O)c1ccc2c(c1)N(CC(=O)Nc1ccc(OC)c(Cl)c1)C(=O)c1ccccc1S2,/,/,/,3.7%,6.0%,/,2.8%,-3.7,/
O=S(=O)(Nc1ncnc2sccc12)c1cccc(F)c1,?,-0.4,4.5,11.1%,-1.3%,-21.2,13.4%,1.6,-22.7%
CCS(=O)(=O)Nc1ccc2c(c1)N(C(C)=O)c1ccccc1CC2,-19.0%[57.1 µM],4.4,21.7,-7.5%,10.9%,1.4,8.8%,-0.3,-2.5%
CN1CCN(c2ccccc2NC(=O)Cn2ncc3c([nH]c4ccccc43)c2=O)CC1,2.0%,-0.5,-13.0,?,0.0%,0.6,-29.3%,-17.4,-5.0%
O=C(CN(Cc1ccco1)C(=O)c1ccc(Cl)cc1)Nc1ccc(Cl)c(Cl)c1,-14.1%,-0.2,-3.8,-13.4%,3.7%,0.1,5.7%,-4.9,-0.9%
COC(=O)c1sccc1NC(=O)CC1C(=O)NCCN1C(=O)c1ccc(N(C)C)cc1 (stereo unspecified),-2.6%,-6.6,-3.0,3.8%,6.0%,-6.5,8.2%,15.0,-0.6%
O=[N+]([O-])c1ccc(NN=CCCc2ccccc2)nc1,-1.7%,-0.1,-11.5,?,19.2%,-2.6,-18.3%,0.0,-3.6%
CCCn1c(=O)c(C(=O)NCc2ccccc2OC)c(O)c2ccccc21,-1.9%,0.7,31.4,-19.7%,-0.1%,-2.7,16.9%,10.0,4.7%
COC(=O)c1ccc(NC(=O)CNC(=O)C2CCCCC2)c(C)c1,0.0%,-0.1,-2.7,6.8%,0.3%,-2.1,-15.9%,-7.9,-7.8%
COC(=O)c1ccc(/C=C/C(=O)OCC(=O)c2ccc[nH]2)cc1,-4.2%,0.6,4.3,2.3%,3.9%,-24.5,0.0%,7.2,-0.2%
O=C(NC(=S)NN1CCOCC1)c1cc(Br)ccc1Cl,-16.5%,-3.9,-9.2,?,-3.7%,-1.0,?,-3.6,?
COc1ccc(C(=O)COC(=O)C2COc3ccccc3O2)cc1F (stereo unspecified),2.2%,0.2,-17.2,5.2%,-2.9%,-1.6,4.3%,-3.7,-18.2%
O=C(Nc1ccc2c(c1)OCCO2)c1ccccc1,-5.3%,-1.2,5.8,0.0%,0.8%,-15.9,?,9.2,1.2%
O=C(Nc1cccc(-n2cnnn2)c1)c1cccnc1,-2.1%,-0.5,1.3,-9.3%,2.0%,0.9,10.0%,0.9,-7.9%
CCOC(=O)NC(=S)Nc1cccc(C)n1,0.4%,-0.7,16.6,4.9%,-0.5%,2.0,9.5%,1.5,-4.0%
CCCCOc1ccc(C2(C)NC(=O)N(C)C2=O)cc1 (stereo unspecified),-1.1%,2.9,-4.6,0.8%,-0.7%,0.1,0.8%,10.2,-7.9%
O=C(CC12CC3CC(CC(C3)C1)C2)NCc1ccc(F)cc1,4.9%,0.5,24.4,-3.6%,-1.0%,-5.7,-27.0%,6.1,29.9µM*
Cc1cccc(C)c1OCCCCCNCCO,-18.9%,-0.4,-17.7,13.3%,5.3%,/,?,-21.0,-9.7%
CCN(CC)C(=O)[C@H]1C[C@H](CC(=O)NCCN2CCOCC2)C(=O)N2CCc3c([nH]c4cc(-c5ccco5)ccc34)[C@]12C,-2.3%,-0.3,21.8,1.5%,0.3%,-5.3,4.4%,7.1,2.7%
O=C/C(=C\Nc1ccc(Br)cc1)c1nc2ccccc2o1,1.5%,0.3,6.5,-4.8%,2.2%,-6.3,-5.1%,-5.6,-13.0%
O=C(Nc1ccccc1O)c1csc2c1CCCC2,-2.5%,-1.0,-23.0,15.6%[0.307 µM],2.9%,-5.7,-4.2%[0.307 µM],-9.5,-10.6%
COc1ccc(C(CNC(=O)CNS(=O)(=O)c2ccc(NC(C)=O)cc2)N2CCOCC2)cc1 (stereo unspecified),1.7%,-4.2,4.5,9.9%,2.0%,-7.4,9.4%,-10.1,-19.4%
CC(C)(C)n1nnnc1C(c1ccc(C(F)(F)F)cc1)N(Cc1ccccc1)Cc1ccco1 (stereo unspecified),-7.5%,-0.6,14.5,4.1%,-8.2%,-3.5,5.62µM*,3.6,-0.1%
O=C(NCC(=O)N1CCN(c2ccccc2)CC1)c1ccccc1,5.3%,0.0,18.4,-8.1%,14.7%,-0.8,-3.2%,4.2,-1.8%
OCC[C@@H]1C[C@H](O)[C@@H](O)[C@@]2(Cc3ccccc3O2)O1,-6.5%,0.5,0.0,25.1%,-0.5%,5.7,0.4%,11.8,-2.7%
Cc1ccc(S(=O)(=O)CC(=O)NCc2ccc(Cl)cc2)cc1,5.2%,-1.8,39.5,-16.8%,0.8%,1.6,17.8%,5.4,3.3%
Cc1cc(C(C)(C)C)ccc1NC(=O)CC(C)(C)CC(=O)O,5.5%,2.7,-15.6,18.9%,1.1%,0.0,-6.0%,-8.3,1.2%
Cc1cc(C)c(NC(=O)COc2nc3ccccc3nc2C)c(C)c1,-0.1%,-0.9,1.3,-1.0%,-6.0%,1.2,21.9%,-1.4,2.6%
Cc1ccccc1C(=O)NCCN1CCC(n2c(=O)[nH]c3ccccc32)CC1,1.4%,-0.5,-109.4*,11.2%,-4.6%,-0.9,24.7%,-11.4,1.0%
CCOc1cccc(NC(=O)CSc2nncn2N)c1,-11.4%,0.3,8.0,-0.9%,-4.7%,/,-0.6%,6.1,0.5%
CC1CCN(c2nc3c(c(=O)[nH]c(=O)n3C)n2Cc2ccccc2)CC1,2.5%,4.1,12.8,1.4%,8.5%,-4.7,16.9%,6.2,-7.6%
COc1ccc(/C(C)=N/NC(=O)OC(C)(C)C)cc1[N+](=O)[O-],-6.5%,0.1,18.6,-19.7%,32.8%,-4.0,3.3%,-6.5,3.0%
COc1ccc2c(c1)CCN1C2CCN2C(=O)CCC21 (stereo unspecified),9.0%,-0.5,7.1,-4.8%,11.3%,-0.1,-4.9%,-2.6,-4.3%

Two entries drawn at random from those above:
smiles,WRN helicase inh,IL-2 act,DRD3 antagonist,GLP1R cytotox,GLP1R ag,PI5P4Ka inh,GLP-1R inv ag,D3 ag,PLK1 PBD inh
Cc1cc(C(C)(C)C)ccc1NC(=O)CC(C)(C)CC(=O)O,5.5%,2.7,-15.6,18.9%,1.1%,0.0,-6.0%,-8.3,1.2%
COc1ccc(/C(C)=N/NC(=O)OC(C)(C)C)cc1[N+](=O)[O-],-6.5%,0.1,18.6,-19.7%,32.8%,-4.0,3.3%,-6.5,3.0%

Remaining list, next part.
smiles,WRN helicase inh,IL-2 act,DRD3 antagonist,GLP1R cytotox,GLP1R ag,PI5P4Ka inh,GLP-1R inv ag,D3 ag,PLK1 PBD inh
COCCn1c(SCC(=O)N2CCCCC2)nc2c(c1=O)SC(C)C2 (stereo unspecified),3.8%,-2.3,2.8,-13.8%,-6.7%,0.2,3.6%,3.0,1.6%
CN(C)S(=O)(=O)c1ccc(N=Cc2c(C(F)(F)F)[nH][nH]c2=O)cc1,-1.8%,-2.7,-12.6,0.5%,-0.9%,-3.0,1.3%,-0.5,-8.3%
CCOC(=O)C1=NNC(C(=O)c2ccc(C)cc2)C1c1ccc(OC)cc1 (stereo unspecified),-5.4%,-1.1,-19.4,-17.8%,10.9%,-2.5,?,-4.6,-4.3%
O=C1CC(N2CCN(S(=O)(=O)c3ccccc3)CC2)C(=O)N1c1ccccc1 (stereo unspecified),-4.1%,-0.1,0.0,4.1%,2.1%,7.8,-9.3%,1.9,-3.7%
CC(C)NC(=O)c1n[nH]c(=O)c2ccccc12,-10.3%,-0.6,1.2,27.3%,-2.0%,0.5,22.8%,1.6,-6.9%
O=C(CCNS(=O)(=O)c1ccccc1)NCCCc1ccccc1,0.6%,-1.9,15.7,-2.8%,-7.4%,-3.2,7.7%,16.3,-0.4%
CCC(C)C(Nc1ccc(C(=O)OC)cc1[N+](=O)[O-])C(=O)OC (stereo unspecified),-14.4%,-3.1,10.8,-6.5%,-1.5%,-0.7,11.1%,0.9,-1.7%
